DRD3 antagonist – qHTS of D3 Dopamine Receptor Antagonist: qHTS | D(3) dopamine receptor (Homo sapiens), P35462 | D3R cells, DiscoveRx beta-arrestin luminescence, antagonist mode; stronger effect = lower value | max response, negative = inhibition, % | 360,000 compounds, 2.5% hits | AID 652054, 2013; in the data active = max response below about -50%; inconclusive = no clear call, values can overlap the other calls; also: % is scaled to controls: 0 for no effect and ±100 for the full control effect; mostly tested at two doses, the higher about 12 µM
Target sequence (P35462 whole entry, looked up): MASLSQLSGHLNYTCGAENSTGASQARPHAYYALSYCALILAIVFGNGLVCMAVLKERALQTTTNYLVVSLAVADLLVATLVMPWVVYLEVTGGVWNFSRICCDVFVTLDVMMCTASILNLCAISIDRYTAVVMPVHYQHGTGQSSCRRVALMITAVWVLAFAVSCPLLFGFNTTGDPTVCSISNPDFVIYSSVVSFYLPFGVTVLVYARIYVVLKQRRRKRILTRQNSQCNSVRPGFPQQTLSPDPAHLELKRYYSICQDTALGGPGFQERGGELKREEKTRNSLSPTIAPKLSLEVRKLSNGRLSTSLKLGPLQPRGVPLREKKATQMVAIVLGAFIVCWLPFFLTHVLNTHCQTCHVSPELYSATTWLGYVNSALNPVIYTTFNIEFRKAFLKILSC
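Cells plated overnight at 1500 cells/well, then exposed to library compounds with dopamine controls for 90 minutes at 37 degrees C. DiscoveRx reagent added for 30–60 minutes at room temperature; luminescence read, quantitative HTS format.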
EPAC2 agonist – qHTS for Agonist of cAMP-regulated guanine nucleotide exchange factor 4 (EPAC2): primary screen; Rap guanine nucleotide exchange factor 4 (Homo sapiens), Q8WZA2; AID 720711, 2013; EPAC2 activation, biochemical qHTS; response scale: 100% = 6.5 mM cAMP response; Potency, µM (doses to about 154 µM), without a hit: at the highest dose activation, most hits filed as activators; 360,000 compounds, 0.079% hits; also: potency is read from the fitted curve at half-maximal effect; nearly all actives have a fitted effect of over 50% in size
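qHTS, titration series. 100 nM EPAC2 / 250 nM Rap1B-BODIPY-GDP / 50 uM GDP; RT; ex 480/em 540 nm, 5-min reads to 30 min. Norm. to 6.5 mM cAMP = activation.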
aSyn rescue – qHTS of alpha-syn Inhibitors. 370,000 compounds, 0.14% hits. Potency, µM (highest dose often 46.1 µM), without a hit: top-dose growth rescue (activation), usual class: activators. Yeast expressing alpha-synuclein, growth rescue, BacTiter-Glo, 24 h; also: potency is read from the fitted curve at half-maximal effect; % of control where 0% means no effect; nearly all actives have a fitted effect of over 65% in size
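Screening used galactose-induced yeast with toxic alpha-synuclein levels, exposed to compound for 24 hr at 30 deg C. Cell growth, read with BacTiter-Glo luminescence, gave the measured signal.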
EPAC2 antagonist – qHTS for Antagonist of cAMP-regulated guanine nucleotide exchange factor 2 (EPAC2): primary screen. Rap guanine nucleotide exchange factor 4 (Homo sapiens), Q8WZA2. EPAC2 GEF exchange of Rap1B-BODIPY-GDP, fluorescence. Potency, µM (highest dose often 114 µM), for the others: top-dose activity, negative = inhibition, actives largely listed as inhibitors. 360,000 compounds, 0.18% hits; also: potency is read from the fitted curve at half-maximal effect; % is scaled to controls: 0 for no effect and ±100 for the full control effect; nearly all actives have a fitted effect of over 45% in size; many of its hits are not listed in these tables
D3 ag – qHTS of D3 Dopamine Receptor Agonist: qHTS | D(3) dopamine receptor (Homo sapiens), P35462 | D3R DiscoveRx beta-arrestin cells, luminescence, 90 min | max activation, % | 410,000 compounds, 0.58% hits | AID 652048, 2013; in the data active = max activation above about 30%; also: 0% is about no effect; mostly tested at two doses, the higher about 12 µM
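Agonist mode: compounds and dopamine controls were applied to plated cells for 90 min at 37 degrees C after an overnight attachment at 1500 cells/well. Luminescent read-out followed 30 - 60 minutes at room temperature with DiscoveRx detection reagent.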
TDP43 rescue – qHTS of TDP-43 Inhibitors; Potency, µM (doses to about 46.1 µM), inactives show top-dose growth rescue (activation), most hits filed as activators; TDP-43 expressing yeast growth rescue, BacTiter-Glo, 24 h; 410,000 compounds, 1.8% hits; also: potency is read from the fitted curve at half-maximal effect; % of control where 0% means no effect; nearly all actives have a fitted effect of over 50% in size
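Cell-based yeast growth screen: TDP-43 expression induced in galactose, inoculum OD600=0.02 after raffinose pregrowth to mid-log. Read-out BacTiter-Glo luminescence at 24 hr, 30 deg C; inhibition of toxicity seen as signal increase.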
FUS suppressor – qHTS for Suppressors of FUS Proteinopathy: Primary screen using FUS-linked yeast assay; S. cerevisiae FUS-expressing, growth rescue, OD600, 24 h; Potency, µM (series often up to 76.6 µM), inactives show at the highest dose growth rescue (activation), most hits filed as activators; 390,000 compounds, 0.24% hits; AID 1347120, 2019;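 also: potency is read from the fitted curve at half-maximal effect; plate controls were DMSO vehicle for no effect and reference control for full effect; nearly all actives have a fitted effect of over 55% in size; some results filed as inactive show a strong effect at the top dose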
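Quantitative HTS measuring growth restoration of FUS-toxic yeast. Galactose-induced cells (OD 0.005) were exposed 24hr at 30C to compounds at several concentrations, then absorbance at 600 nm was recorded.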
Abeta rescue – qHTS for compounds that reverse cellular toxicity of Amyloid beta (A-beta) peptide in yeast: Primary Screen; Potency, µM (highest dose often 46.1 µM), without a hit: at the top dose growth rescue, most hits filed as activators; AID 1347071, 2019; 410,000 compounds, 0.063% hits; yeast expressing A-beta42, growth rescue, OD600, 48 h; response scale: 0% DMSO, 100% iron-clioquinol control; also: potency is read from the fitted curve at half-maximal effect; nearly all actives have a fitted effect of over 55% in size
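Yeast growth medium received pinned compounds, then yeast cells expressing toxic A-beta were added; plates incubated at 30 C for 48 hr. Growth read as absorbance at 600 nm, normalized to DMSO and equimolar FeCl3 plus clioquinol controls.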
Starred values were filed as active, the others as inactive; u = inconclusive; x = not tested or not shown; & = joins results of further samples; [ ] = remark or other dose. Unless noted, calls follow the shape of the dose curve; as a rule, active = well fitted curve in the direction sought with a large enough effect; inconclusive = small, poorly fitted or top-dose-only effect, or another doubt; inactive = no such curve, though single readings can be large; an effect the other way counts as inactive or inconclusive. These rows are one share of the data (hit frequency here may not be typical).

SMILES	DRD3 antagonist	EPAC2 agonist	aSyn rescue	EPAC2 antagonist	D3 ag	TDP43 rescue	FUS suppressor	Abeta rescue
C[C@H]1CN([C@@H](C)CO)S(=O)(=O)c2ccc(Br)cc2O[C@@H]1CN(C)C(=O)Nc1ccc2c(c1)OCO2	-10.9	-5.1%	4.4%	-6.5%	3.0	0.0%	36.5%	4.3%
CC(C)(C)OC1NS(=O)(=O)OCC1NCOC(Cl)(Cl)Cl (stereo unspecified)	u	4.2%	-5.2%	4.1%	-5.9	-6.7%	-20.9%	-31.3%
CC(=O)NC(CC(=O)N1CCN(C(C)=O)CC1)c1ccccc1 (stereo unspecified)	-11.1	14.2%	-2.8%	-1.2%	1.4	-0.9%	-3.6%	-0.3%
COC(=O)c1c(NC(=O)Cc2cccs2)sc2c1CCCC2	u	13.9%	9.8%	2.3%	0.9	16.8%	x	3.4%
COc1ccc(C(O)c2ncc(-c3ccccc3Cl)[nH]2)cc1 (stereo unspecified)	13.0	1.0%	2.1%	3.5%	-1.2	17.3%	-10.2%	6.2%
COc1cc(C(=O)NCc2ccc(C)cc2)ccc1OC(F)F	-24.5	6.9%	-6.9%	-20.9%	-32.9	-21.2%	x	-26.7%
COc1ccc(CNC(=O)C(C)N2C(=O)NC3(CCCCCCC3)C2=O)cc1 (stereo unspecified)	4.5	-7.4%	-4.4%	-16.2%	-7.6	-14.7%	15.1%	8.0%
COc1ccc(NC(=O)CS(=O)(=O)c2cn(CC(=O)N3CCCC3)c3ccccc23)c(OC)c1	0.2	-3.7%	0.8%	0.8%	1.2	17.0%	15.0%	8.0%
Cc1nn(S(=O)(=O)N2CCCCC2)c(C)c1Br	-13.8	15.3%	-1.5%	1.7%	-15.3	-13.6%	23.1%	1.3%
COc1ccc(-c2cc(NC(C)=O)c3ncc(-c4ccc(F)cc4)n3c2)cc1OC	0.0	-1.8%	3.4%	-5.6%	5.6	17.4%	u	10.2%
COC(=O)[C@@H]1C[C@@H]2CC[C@@H](O)C[C@@H]2N1Cc1ccc(OC)cc1	0.0	-5.3%	4.6%	7.2%	1.9	11.8%	2.8%	15.7%
Cc1cccc(/C=C2/Sc3ccc(C(=O)NCCN4CCCC4)cc3NC2=O)c1	-6.7	2.3%	5.7%	-8.8%	-11.3	8.5%	38.4%	x
COc1ccc(NC(=O)CSc2[nH]c(=O)cc(C)c2C#N)cc1OC	-12.0	0.7%	-1.9%	9.1%	0.8	4.5%	1.7%	-0.6%
CCCC(=O)N(Cc1cc(=O)[nH]c2ccccc12)c1ccccc1OC	0.0	6.2%	-0.5%	5.2%	2.1	-7.4%	21.5%	-1.5%
COc1ccc(Cc2nnc(NC(=O)Nc3ccccc3F)s2)cc1	17.3	2.2%	-0.9%	1.8%	10.2	21.9%	-12.8%	-5.3%

The final two compounds of the part before open the next one:
SMILES	DRD3 antagonist	EPAC2 agonist	aSyn rescue	EPAC2 antagonist	D3 ag	TDP43 rescue	FUS suppressor	Abeta rescue
CCCC(=O)N(Cc1cc(=O)[nH]c2ccccc12)c1ccccc1OC	0.0	6.2%	-0.5%	5.2%	2.1	-7.4%	21.5%	-1.5%
COc1ccc(Cc2nnc(NC(=O)Nc3ccccc3F)s2)cc1	17.3	2.2%	-0.9%	1.8%	10.2	21.9%	-12.8%	-5.3%
COCCN1CCn2c(nc3cc(NS(C)(=O)=O)ccc32)C1	3.1	5.4%	0.4%	1.0%	15.0	-1.8%	14.8%	-7.6%
COC(=O)c1ccc(C)c(-n2c(=O)n(Cc3ccccc3)c(=O)c3[nH]cnc32)c1	u	3.8%	7.1%	4.2%	-22.5	-8.1%	5.5%	3.5%
O=C(NNC1CCN(Cc2ccccc2)CC1)c1ccccc1	-14.3	9.3%	7.3%	21.1%	-7.4	15.3%	-0.4%	-10.3%
CCOC(=O)C1CCCN(C(=O)c2ccc3c(c2)NC(=O)C(N2CCOCC2)S3)C1 (stereo unspecified)	6.6	1.7%	-1.1%	-0.5%	2.8	-3.4%	15.8%	-4.4%
CCOc1ccccc1NC(=O)N1CCN(Cc2nc3ccc(C)cc3o2)CC1	x	x	x	x	5.7	0.0%	35.5%	-4.5%
CC(=O)Nc1ccc(S(=O)(=O)NC(CC(=O)NCCc2ccccc2)C(C)C)cc1 (stereo unspecified)	-19.5	5.6%	-3.2%	0.2%	-17.1	-7.5%	-4.2%	12.3%
Cc1ccc(OCCSc2nc(NC(C)C)nc(NC(C)C)n2)cc1	26.3	2.9%	-20.3%	-14.0%	-1.0	u	16.5%	15.5%
CC1(C(=O)Nc2cccc(C#N)c2)CCN1C(=O)C/C=C/c1ccccc1 (stereo unspecified)	16.1	7.9%	-1.0%	2.0%	1.1	0.0%	u	-4.8%
Cc1ccc(Nc2nnc(-c3cc4c(ccc5ccccc54)oc3=O)s2)cc1	x	x	x	x	-0.1	-17.6%	3.0%	-25.0%
Cc1nc(C)n(CC(=O)c2ccc(Cl)cc2Cl)n1	7.0	0.1%	0.2%	-7.6%	3.3	-8.7%	-6.4%	-8.2%
O=C(c1cc(COc2ccc(F)cc2Cl)on1)N1CCCCC1c1cccnc1 (stereo unspecified)	-14.6	10.1%	u	-5.1%	-4.2	9.3%	18.3%	7.3%
CSc1ccc(/C=N/NC(=O)c2cccs2)cc1	-0.5	1.6%	-2.4%	5.9%	-2.3	-10.1%[1.82 µM]	21.0%	1.8%
CCOC(=O)C1CCCN(S(=O)(=O)c2cc(Br)cc3c2N(C(=O)C2CC2)CC3)C1 (stereo unspecified)	24.1	1.7%	-7.1%	-2.5%	-2.2	12.8%	23.5%	12.9%
COc1cc(/C=C(/C#N)C(=O)Nc2ccccc2)c(Br)cc1OCc1ccc(C(=O)O)cc1	-0.2	7.6%	7.8%	-23.9%	0.0	3.9%	22.5%	-8.9%
O=c1[nH]nc(-c2ccc(F)cc2)cc1Cc1ccccn1	-14.0	0.5%	7.1%	2.0%	-4.9	29.0%	-2.5%	-3.8%
C=CCn1c(C)cc(C)c(C#N)c1=O	-11.4	11.1%	0.2%	-2.7%	0.8	0.0%	15.0%	13.3%
O=C(COc1ccc(C(=O)c2ccccc2)cc1)Nc1cccnc1	6.9	0.8%	-1.3%	1.9%	-2.6	-10.5%	13.2%	-2.9%
COc1ccc(CNC(=O)C2CCN(S(=O)(=O)N3CC(C)CC(C)C3)CC2)cc1 (stereo unspecified)	21.3	-8.5%	0.0%	-4.3%	4.3	-3.1%	7.5%	5.5%
CC(C)c1ccc(NC(=O)C2Cc3c(-c4ccc5c(c4)OCO5)ccnc3O2)cc1 (stereo unspecified)	7.3	5.6%	-0.3%	0.2%	2.9	35.5µM*	u	3.3%
O=C(CSc1ccc2nnc(CCNC(=O)c3ccc(F)cc3)n2n1)NCc1ccco1	2.8	2.6%	-1.1%	-2.1%	-0.1	7.5%	21.9%	11.1%
O=C(NC(=S)N1CCN(c2nc(-c3ccccc3)cs2)CC1)c1cncc(Br)c1	-9.9	24.4%	u	0.1%	1.0	15.8µM*	1.5%	u
CC(SCc1ccccc1)C(=O)Nc1ccc2c(c1)OCO2 (stereo unspecified)	26.3	6.1%	4.8%	-0.9%[57.1 µM]	-1.4	u	28.4%	10.2%
CCc1ccc(NC(=O)CCNS(=O)(=O)c2cccc3nonc23)cc1	-63.3*	-3.6%	0.3%	-1.5%	-16.1	u	1.2%	3.6%
Cc1ccc(NC(=O)C2(S(=O)(=O)c3ccc(Cl)cc3)CC2)cc1	-5.8	5.7%	11.8%	7.8%	10.6	16.0%	-2.4%	-11.8%
O=C(NCc1ccccn1)Nc1ccc(F)cc1F	-6.1	8.6%	-4.9%	5.5%	-2.6	7.1%	-27.5%	-9.0%
Cc1ccc(C(C)C)cc2c(C)ccc1-2	11.3	-8.7%	-0.8%	u	5.0&-6.5	12.5%	-17.0%	-12.1%
NC(=O)CSc1nnc2ccc(-c3ccco3)nn12	0.4	8.4%	-5.7%	7.8%	4.4	12.3%	-3.3%	11.0%
CC1=C(c2ccc(C(C)C)cc2)S(=O)(=O)NC1=NCc1ccc(Cl)cc1	x	x	x	x	-10.9	7.0%	-1.7%	2.7%
COC(=O)c1sc(N2C(=O)c3oc4ccc(C)cc4c(=O)c3C2c2ccc(O)c(OC)c2)nc1C (stereo unspecified)	x	x	x	x	-4.9	-12.4%	-10.1%	-6.0%
Cc1cccc2cc(CN(C(=O)c3cccc(Cl)c3)c3ccccc3)c(=O)[nH]c12	x	x	x	x	1.1	11.5%	-5.3%	-7.1%
COCCNC(=O)C(c1ccccc1C)N(C(=O)Cn1nnc2ccccc21)c1cccnc1 (stereo unspecified)	13.9	4.8%	6.2%	1.0%	-11.4	-2.3%	4.2%	2.9%
CCC(C(=O)Nc1ncn[nH]1)(C(F)(F)F)C(F)(F)F	-9.5	-6.8%	-6.3%	-3.9%	-4.6	4.6%	-44.4%	7.3%
CCOC(=O)c1cc(-c2ccccc2)n(CCC(=O)Nc2ccc(C(F)(F)F)cc2)c1C	x	x	x	x	-19.2	-17.8%	34.0%	-7.3%
CCOc1ccc(-c2cnc3cccnn23)cc1	14.3	5.7%	0.8%	-21.8%	3.5	24.0%	2.2%	-7.2%
COc1ccccc1NC(=O)NC(=O)N(C(C)C)S(C)(=O)=O	-11.6	11.7%	-8.3%	3.6%	-4.4	-24.7%	7.8%	-2.6%
O=C(Cn1ncc2ccsc2c1=O)N1CCN(c2ccccc2)CC1	x	x	-1.4%	x	-15.8	10.0%	-16.0%	-16.9%
Cc1cccc(C)c1OCc1cc(=O)n2c(-c3ccccc3)csc2n1	x	x	x	x	5.5	u	28.9%	-16.3%

Screens: PubChem BioAssay, National Center for Advancing Translational Sciences (NCATS)
